# Mm-Cpn inhibitor = Inhibitors of TCP-1 ring complex (TRiC) of Methanococcus maripaludis (MmCpn): qHTS; Chaperonin Mm-Cpn (Methanococcus maripaludis); purified Mm-Cpn ATPase, ADP Transcreener TR-FRET; Potency, µM (series often up to 76.9 µM), inactives show top-dose activity, negative = inhibition, most hits filed as inhibitors; 0.031% of 330,000 active; AID 504842, 2011; further: potency means the concentration at half of the fitted maximal effect; on the % scale 0 is the no-effect control and ±100 the full control effect; nearly all actives have a fitted effect of over 80% in size
#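 ATPase turnover read by TR-FRET ADP competition (Eu cryptate antibody/ADP-d2, 665/590 nm): 10uM ATP final, 25nM Mm-CPN final, 30 min 37degC after 10-min compound preincubation, pH 7.4 Tris/KCl/MgCl2/DTT buffer.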
# Abeta yeast res = qHTS for compounds that reverse cellular toxicity of Amyloid beta (A-beta) peptide in yeast: Primary Screen. yeast expressing A-beta42, growth rescue, OD600, 48 h; response scale: 0% DMSO, 100% iron-clioquinol control. Potency, µM (highest dose often 46.1 µM), for inactives: at the highest dose growth rescue, actives largely listed as activators. 0.063% of 410,000 active; further: potency means the concentration at half of the fitted maximal effect; nearly all actives have a fitted effect of over 55% in size
#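 Yeast A-beta toxicity model in growth medium with pinned compounds, 48 h at 30 C; growth read as absorbance at 600 nm. Normalized to FeCl3/clioquinol equimolar mix (positive) and DMSO (negative).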
# aSyn yeast inh = qHTS of alpha-syn Inhibitors. 0.14% of 370,000 active. Yeast expressing alpha-synuclein, growth rescue, BacTiter-Glo, 24 h. AID 652106, 2013. Potency, µM (doses to about 46.1 µM), without a hit: top-dose growth rescue (activation), most hits filed as activators; further: potency means the concentration at half of the fitted maximal effect; % of control where 0% means no effect; nearly all actives have a fitted effect of over 65% in size
#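 Rescue of yeast growth: cells expressing toxic alpha-synuclein, induced in galactose at OD600 0.02, incubated with compound 24 h at 30 C. ATP luminescence quantified growth; inhibitors of toxicity appear as activators.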
# PTHR1 ag = qHTS for PTHR1 Agonists: Primary Screen; Potency, µM (series often up to 115 µM), without a hit: top-dose activation, usual class: activators; AID 743266, 2014; Parathyroid hormone/parathyroid hormone-related peptide receptor (Homo sapiens), Q03431; HEK293 GP2 PTHR1 cells, GloSensor cAMP luminescence, 1 h; 0.075% of 410,000 active; further: potency means the concentration at half of the fitted maximal effect; nearly all actives have a fitted effect of over 55% in size; some results filed as inactive show a strong effect at the top dose; inactives centre near -15; many of its hits are not listed in these tables
# Target sequence (Q03431 whole entry, looked up): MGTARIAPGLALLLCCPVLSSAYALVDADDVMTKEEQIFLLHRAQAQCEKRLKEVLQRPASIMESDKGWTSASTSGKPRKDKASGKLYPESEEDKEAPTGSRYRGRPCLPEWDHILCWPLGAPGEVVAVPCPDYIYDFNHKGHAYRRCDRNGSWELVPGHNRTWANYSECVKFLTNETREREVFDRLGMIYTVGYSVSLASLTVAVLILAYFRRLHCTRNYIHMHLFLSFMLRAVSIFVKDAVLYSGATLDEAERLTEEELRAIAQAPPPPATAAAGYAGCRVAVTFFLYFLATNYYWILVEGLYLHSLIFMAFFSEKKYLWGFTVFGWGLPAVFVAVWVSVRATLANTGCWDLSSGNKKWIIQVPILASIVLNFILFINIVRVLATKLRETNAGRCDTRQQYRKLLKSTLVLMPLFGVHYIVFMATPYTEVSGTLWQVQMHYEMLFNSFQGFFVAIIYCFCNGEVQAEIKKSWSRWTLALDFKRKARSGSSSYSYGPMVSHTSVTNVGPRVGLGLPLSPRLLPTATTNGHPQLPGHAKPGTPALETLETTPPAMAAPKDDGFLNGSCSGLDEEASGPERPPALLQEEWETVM
#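 HEK-293-derived GP2 cells expressing PTHR1 and a GloSensor cAMP reporter, 3,000/well, plated overnight, given luciferin plus IBMX (each 0.5 mM as added) for 1 h at 37 °C, then compound for 1 h at 37 °C. Luminescence was read after 15 min at room temperature.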
# GLP-1R inv ag = qHTS of GLP-1 Receptor Inverse Agonists (Inhibition Mode) | HEK293 GLP-1R CRE-luciferase, luminescence, 24 h; GLP-1R form is constitutively active | AID 624417, 2012 | 1.6% of 410,000 active | Potency, µM (highest dose often 38.3 µM), for the others: at the top dose activity change, negative = inhibition, usual class: inhibitors; further: potency means the concentration at half of the fitted maximal effect; on the % scale 0 is the no-effect control and ±100 the full control effect; nearly all actives have a fitted effect of over 55% in size
# Target sequence (P43220 whole entry, looked up): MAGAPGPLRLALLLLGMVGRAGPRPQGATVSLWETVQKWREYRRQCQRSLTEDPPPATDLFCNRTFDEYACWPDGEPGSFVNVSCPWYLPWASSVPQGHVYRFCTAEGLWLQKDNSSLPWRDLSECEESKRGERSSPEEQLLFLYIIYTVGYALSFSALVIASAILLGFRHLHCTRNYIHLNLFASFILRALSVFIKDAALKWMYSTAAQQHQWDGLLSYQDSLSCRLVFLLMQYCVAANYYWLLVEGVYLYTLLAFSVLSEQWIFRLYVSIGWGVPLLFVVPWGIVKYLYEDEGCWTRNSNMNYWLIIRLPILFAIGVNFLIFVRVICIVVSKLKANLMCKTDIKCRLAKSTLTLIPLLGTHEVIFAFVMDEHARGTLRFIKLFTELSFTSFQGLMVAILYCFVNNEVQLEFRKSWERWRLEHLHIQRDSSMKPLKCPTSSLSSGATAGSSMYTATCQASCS
#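 HEK293 cells stably co-expressing constitutively active GLP-1R and a cAMP-responsive luciferase reporter were seeded in DMEM with 10% Nu serum, given compounds after 12 h, and incubated 24 h at 37 deg C. Luminescence was then read.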
# GLP1R cytotox = qHTS of GLP-1 Receptor Inverse Agonists: Cytotox Screen; HEK293 cAMP-luciferase reporter cells, luminescence, 24 h; Potency, µM (top dose mostly 38.3 µM), for the others: top-dose activity change, negative = inhibition, actives largely listed as inhibitors; 0.13% of 410,000 active;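 further: loss of luciferase light is scored as toxicity; potency means the concentration at half of the fitted maximal effect; on the % scale 0 is the no-effect control and ±100 the full control effect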
#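 Compound-treated cells are incubated 24 hr at 37 deg C under 5% CO2 after a 12 hour attachment period, then luciferase detection reagent is added and luminescence is measured following 12 min at room temperature; lowered signal indicates toxicity.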
# TDP43 rescue = qHTS of TDP-43 Inhibitors. TDP-43 expressing yeast growth rescue, BacTiter-Glo, 24 h. Potency, µM (highest dose often 46.1 µM), inactives show top-dose growth rescue (activation), hits mostly activators. 1.8% of 410,000 active. AID 652104, 2013; further: potency means the concentration at half of the fitted maximal effect; % of control where 0% means no effect; nearly all actives have a fitted effect of over 50% in size
#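 Cell-based yeast growth screen: TDP-43 expression induced in galactose, inoculum OD600=0.02 after raffinose pregrowth to mid-log. Read-out BacTiter-Glo luminescence at 24 hr, 30 deg C; inhibition of toxicity seen as signal increase.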
# FUS yeast rescue = qHTS for Suppressors of FUS Proteinopathy: Primary screen using FUS-linked yeast assay; 0.24% of 390,000 active; S. cerevisiae FUS-expressing, growth rescue, OD600, 24 h; Potency, µM (doses to about 76.6 µM), without a hit: at the top dose growth rescue (activation), most hits filed as activators; AID 1347120, 2019;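 further: potency means the concentration at half of the fitted maximal effect; plate controls were DMSO vehicle for no effect and reference control for full effect; nearly all actives have a fitted effect of over 55% in size; some results filed as inactive show a strong effect at the top dose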
#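 Yeast FUS proteinopathy model; galactose-induced FUS (2%), starting OD 0.005. Cpds in dilution series, 24hr, 30C, 99% humidity. Abs 600 nm growth. Pos ctrl CP55940 (top 92uM final); neg ctrl DMSO.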
# pAkt inh = HTS Assay for Inhibitors of Akt Phophorylation: Primary Screen; Neuro2A IGF-stimulated pAkt S473 HTRF, 20 min; hits give low values; activity change, % for hits at 50 µM; 0.32% of 360,000 active; AID 651550, 2012; in the data active means activity change below about -80%; inconclusive means mostly about -51% to -80%; further: on the % scale 0 is the no-effect control and ±100 the full control effect
#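 Single-point screen (50 µM final compound) in Neuro2A cells stimulated 20 min with 6 nM IGF at 37 deg C. After lysis, Ser473-phosphorylated Akt read by HTRF (ex 330 nm, em 615/665 nm) as the 665/615 ratio.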
# Active calls of the source: *; i = inactive; ? = inconclusive; . = no result given; & = joins results of further samples; [ ] = dose if it differs, or a comment. Unless noted, the call rests on the fitted dose curve; in most records, active means well fitted curve in the direction sought with a large enough effect; inconclusive means small, poorly fitted or top-dose-only effect, or another doubt; inactive means no such curve, though single readings can be large; an effect the other way counts as inactive or inconclusive.
SMILES,Mm-Cpn inhibitor,Abeta yeast res,aSyn yeast inh,PTHR1 ag,GLP-1R inv ag,GLP1R cytotox,TDP43 rescue,FUS yeast rescue,pAkt inh
CC(=O)c1cccc(NC(=O)c2ccc(OC3CSC3)cc2)c1,-10.5%,6.1%,-5.7%,-23.0%,23.9%,2.2%,-7.8%[1.82 µM],-3.6%,i
C=CC[C@H](CC(=O)NCCO)C(=O)NC[C@H](OC(=O)[C@@H](CC=C)Cc1ccc(F)cc1)c1ccccc1,-2.1%,9.2%,2.4%,i,-6.4%,11.6%,-1.9%,-2.7%,i
COc1ccc(CCNC(=O)CCCCC(=O)NCCc2ccc(OC)cc2)cc1,-1.7%,-7.5%,0.9%,-14.4%,-5.3%,0.2%,3.2%,-24.2%,i
Cc1cccc(-c2nc(SCC(=O)Nc3cc(C)on3)c3c(=O)n(C)c(=O)n(C)c3n2)c1,.,11.1%,.,-35.6%,5.7%,29.6%,0.0%,-8.1%,.
COc1ccc(CN(CC(=O)NC2CCCC2)C(=O)CN2C(=O)COc3ccccc32)cc1,0.2%,-10.9%,2.4%,i,-23.2%,-5.6%,0.9%,33.4%,i
O=C(CN1C(=O)C2C3C=CC(C3)C2C1=O)Nc1nncs1 (configuration not stated),0.1%,3.9%,-1.5%,i,-19.6%,23.6%,-18.4%,0.3%,i
O=C(NC1=NCCS1)c1ccccc1F,.,4.5%,-3.6%,-23.1%,2.4%,?,2.4%,26.8%,i
O=C(NCc1ccccc1)c1cc(-c2cccc(Cl)c2)on1,.,-1.1%,.,i,2.8%,2.3%,10.6%,-9.8%,.
CCOc1ncccc1C(=O)Nc1cccc(S(=O)(=O)N2CCOCC2)c1,-0.1%,-9.5%,-3.5%,-19.9%,15.7%,-5.2%,24.8%,1.5%,i
CCOC(=O)c1cn(-c2ccc([N+](=O)[O-])cc2)c2cc(Cl)c([N+](=O)[O-])cc2c1=O,?,10.4%,-1.3%,i,15.3%,22.2%,-0.6%,-18.4%,i
CCOc1ccc2nc(N3CCCC(C(=O)Nc4cccc(Cl)c4C)C3)sc2c1 (configuration not stated),.,-16.2%,.,i,44.8%[activator],1.1%,18.1%,-3.8%,.
O=C(NCc1ccco1)C(=O)c1cn(CC(=O)N2CCCC2)c2ccccc12,3.4%,-1.7%,0.0%,i,5.8%,5.9%,-17.9%,9.3%,i
Cc1cc(C(=O)CSc2nnc(-c3ccc(Cl)cc3)n2CC2CCCO2)c(C)n1C (configuration not stated),0.1%,19.1%,10.2%,i,3.9%,-19.5%,30.0%,39.7%,i
Cc1ccc(OCCCC(=O)Nc2nc3ccccc3[nH]2)cc1,-4.4%,-1.3%,-1.9%,i,-4.1%,6.6%,?,-9.7%,i
O=S(=O)(NN=C1CCCCCC1)c1ccccc1,1.0%,5.2%,1.5%,-78.6%[inhibitor],10.2%,-1.1%,-2.0%,-17.2%,i
C[C@@H](O)C1NC(=O)[C@H](CCCCN)NC(=O)c2cc([N+](=O)[O-])cc(I)c2OCC[C@@H](C(N)=O)NC1=O (some centres not stated),0.2%,-0.3%,1.0%,-10.8%,24.5%,-0.1%,-10.8%,0.2%,i
O=C(NCCc1ccccc1)C1CCC(=O)N1C1CCCC1 (configuration not stated),-0.2%,-11.5%,-6.0%,-10.0%,27.9%,-2.5%,19.1%,-3.2%,i
Cc1noc(COc2ccccc2OCC(N)=O)n1,.,4.9%,2.1%,-21.8%,8.3%,3.6%,10.6%,-23.9%,i
COc1ccc(C2C(C(C)=O)=C(O)C(=O)N2c2ccc(C)cc2)cc1 (configuration not stated),-5.1%,-4.3%,3.4%,15.8%,11.9%,-5.3%,-22.9%,-23.7%,i
COc1cccc(NC(=O)CCS(=O)(=O)c2ccc3c(c2)oc(=O)n3C)c1,-1.1%,4.6%&-8.8%,-0.6%,i,6.9%&-2.2%,-5.7%&-14.7%,1.9%&19.3%,6.1%&6.4%,i
OCC(CO)(CO)NCc1ccc(-c2ccccc2)cc1,-5.6%,13.5%,0.8%,i,-10.9%,-2.7%[1.53 µM],17.5%,12.6%,i
CC(C)(C)NC(=O)C(C1CC1)n1c(=O)c(-c2ccco2)nc2ccccc21 (configuration not stated),.,4.5%,-0.9%,-1.8%,23.9%,4.5%,18.2%,24.7%,i
CCOc1ccccc1CNc1nc2nc(C)c(CC(=O)OC)c(=O)n2[nH]1,.,-20.6%,.,9.1%,3.1%,9.1%,7.3%,-16.1%,.
COc1ccc(Cl)cc1C(=O)N1CCN(Cc2ccc3c(c2)OCO3)CC1,0.9%,5.4%,14.6%,-24.6%,-18.0%,3.1%,20.8%,-7.3%,i
CCOC(=O)C1=C(COC(=O)CCOc2ccccc2)NC(=O)NC1C (configuration not stated),0.8%,3.8%,-1.6%[1.84 µM],-19.6%,12.4%,3.2%,-11.2%,11.5%,i
CN(CC(=O)NCCN1CCN(c2ccccc2)CC1)S(=O)(=O)c1ccc2c(c1)CCC(=O)N2,-2.5%,-10.5%,0.7%,i,13.1%,-1.5%,6.7%,-3.5%,i
COc1ccc(-n2c(SCC(=O)Nc3cc(C)on3)nc3c([nH]c4ccccc43)c2=O)cc1,2.8%,-3.5%,3.4%,-18.2%,28.3%,-6.1%,14.2%,-0.3%,i
O=C(NC(=S)Nc1ccc(N2CCOCC2)cc1)c1ccc(Cl)cc1,-1.0%,0.9%,?,-29.4%,16.4%,1.2%,8.2%,.,i
CN1CCN(C(=O)CSc2ccc(Cl)cc2)CC1,1.4%,-8.8%,2.0%,i,-15.3%,-8.5%,7.9%,-2.2%,i
COCCCNC(=O)C1CCN(c2cc(C)nc3c(-c4ccc(Cl)cc4)c(C)nn23)CC1,.,-4.6%,.,-30.1%,16.1%,2.4%,6.2%,-21.4%,.

# For convenience, part of the list above:
SMILES,Mm-Cpn inhibitor,Abeta yeast res,aSyn yeast inh,PTHR1 ag,GLP-1R inv ag,GLP1R cytotox,TDP43 rescue,FUS yeast rescue,pAkt inh
OCC(CO)(CO)NCc1ccc(-c2ccccc2)cc1,-5.6%,13.5%,0.8%,i,-10.9%,-2.7%[1.53 µM],17.5%,12.6%,i
CC(C)(C)NC(=O)C(C1CC1)n1c(=O)c(-c2ccco2)nc2ccccc21 (configuration not stated),.,4.5%,-0.9%,-1.8%,23.9%,4.5%,18.2%,24.7%,i
CCOc1ccccc1CNc1nc2nc(C)c(CC(=O)OC)c(=O)n2[nH]1,.,-20.6%,.,9.1%,3.1%,9.1%,7.3%,-16.1%,.
COc1ccc(Cl)cc1C(=O)N1CCN(Cc2ccc3c(c2)OCO3)CC1,0.9%,5.4%,14.6%,-24.6%,-18.0%,3.1%,20.8%,-7.3%,i

# Next compounds.
SMILES,Mm-Cpn inhibitor,Abeta yeast res,aSyn yeast inh,PTHR1 ag,GLP-1R inv ag,GLP1R cytotox,TDP43 rescue,FUS yeast rescue,pAkt inh
COc1ccc(C2NC(=O)NC(C)=C2C(=O)OC2CCCCC2)cc1OC (configuration not stated),4.4%,13.3%,-3.7%,-7.4%,40.8%,-0.9%,-16.0%,19.6%,i
CC1(Cc2ccccc2C#N)C(=O)Nc2cc(-c3ccccc3Cl)ccc21 (configuration not stated),.,15.5%,-2.8%,-34.3%[inhibitor],?,-9.0%,?,-13.2%,i
CC(CN1CCCC1)OC(=O)c1ccc(Br)cc1 (configuration not stated),-0.6%,5.5%,2.6%,-23.0%,-13.4%,-8.8%,18.1%,-25.5%,i
Cc1ccc(C(=O)Nc2ccccc2C(=O)NC2CCCCC2)cc1S(=O)(=O)N1CCOCC1,.,11.0%,2.1%,13.3%[57.5 µM],9.4%,-0.1%,-12.8%,6.6%,i
COc1ccccc1CNC(=O)c1cc2cccc3c2n1CCS3,.,18.3%,.,-18.1%,?,-7.3%,15.4%,9.5%,.
O=C(c1ccccc1[N+](=O)[O-])N1CCC(Cc2ccccc2)CC1,-1.1%,0.5%,15.1%,?,-13.8%,-7.3%,3.1%,31.9%,.
Cc1ccc(NS(=O)(=O)c2cc(Br)cnc2N)cc1C,-18.4%,-0.5%,2.8%,-13.5%,?,-13.7%,4.6%,0.8%,i
Cc1ccc(CS(=O)(=O)Cc2ccc(C(=O)NC3CCCCCC3)o2)cc1,-13.2%,0.3%,-4.8%,-11.6%,?,0.0%,-7.4%,-1.7%,i
CC(=O)NC(Cc1ccccc1)c1ccc2c(c1)OCCCO2 (configuration not stated),-0.3%,-8.2%,-11.6%,i,24.4%,1.5%,10.1%,.,i
O=C(Nc1cccc(-c2nn[nH]n2)c1)c1csc2c1CCCC2,-0.9%,-16.9%,2.1%,i,-13.7%,-7.5%,-15.0%,24.2%,i
CCOC(=O)Cc1csc(NC(=O)Cc2ccc(C)cc2)n1,1.4%,8.3%,-5.2%,-27.7%,?,-22.8%,28.3%,3.9%,i

# This is a subset; rates above refer to the full screens.
